High-throughput results as filed in PubChem BioAssay.
APJ antagonist – antagonists of human apelin receptor APJ, primary screen, CHO-K1 cells, beta-arrestin complementation, luminescence; P35414; inhibition, % at 20 µM; 330,000 compounds, 0.32% hits; AID 2521, 2010;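 active means inhibition above about 40% at 20 µM, limit read from the data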;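 further: cells challenged with 10 nM apelin-13 agonist together with compound; plate controls were apelin-13 plus DMSO wells for no effect and DMSO wells lacking apelin-13 for full effect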
Target sequence (P35414 whole entry, looked up): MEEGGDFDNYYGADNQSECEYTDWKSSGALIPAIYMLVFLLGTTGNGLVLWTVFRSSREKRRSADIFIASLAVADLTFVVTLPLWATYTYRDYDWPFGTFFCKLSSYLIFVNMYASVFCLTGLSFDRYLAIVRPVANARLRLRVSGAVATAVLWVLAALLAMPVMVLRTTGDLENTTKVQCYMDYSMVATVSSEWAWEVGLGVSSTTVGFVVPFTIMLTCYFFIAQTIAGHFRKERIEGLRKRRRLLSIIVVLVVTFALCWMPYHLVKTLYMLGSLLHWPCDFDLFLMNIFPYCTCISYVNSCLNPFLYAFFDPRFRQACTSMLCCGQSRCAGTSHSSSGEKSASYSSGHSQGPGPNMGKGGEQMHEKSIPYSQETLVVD
UBC13 inh – UBC13 polyubiquitin chain formation inhibitors, primary screen, biochemical, TR-FRET, uHTS; Ubiquitin-conjugating enzyme E2 N (Homo sapiens), P61088; inhibition, % at 20 µM; 330,000 compounds, 0.47% hits; in the data active means inhibition above about 45%, passing the limit was not always enough
Target sequence (P61088 whole entry, looked up): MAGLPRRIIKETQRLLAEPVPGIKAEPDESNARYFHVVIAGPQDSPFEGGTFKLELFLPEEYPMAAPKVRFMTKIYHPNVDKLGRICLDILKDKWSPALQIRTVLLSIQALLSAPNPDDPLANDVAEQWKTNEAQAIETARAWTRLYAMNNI
EBI2 antag – EBI2 receptor antagonists, beta-arrestin recruitment, primary screen, cell-based, luminescence, 7a,25-OHC stimulation, uHTS; G-protein coupled receptor 183 (Homo sapiens), P32249; 7a,25-OHC stimulated; inhibition, % at 5 µM; 360,000 compounds, 0.81% hits; AID 651636, 2012; in the data active means inhibition above about 38%;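 further: enzyme fragment complementation signal reports receptor beta-arrestin coupling in cells; 0% = agonist plus DMSO wells and 100% = wells without agonist; some results beyond the cut were filed as inactive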
697 NFkB inh – inhibitors of PMA/ionomycin-induced NF-kB reporter, 697 cells, primary screen, B-cell NF-kB inhibitor project, cell-based, luminescence, uHTS. 697 B-cell NF-kB luciferase reporter, 16 h. inhibition, % at 4 µM. 330,000 compounds, 0.33% hits; in the data active means inhibition above about 35%
Gli-Sufu antag – Gli-Sufu pathway antagonists, primary screen, luciferase luminescence, Sufu-KO-LIGHT cells, uHTS; 340,000 compounds, 0.74% hits; inhibition, % at 5 µM; Sufu-KO-LIGHT fibroblasts, Gli luciferase reporter luminescence;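 active means inhibition above about 55%, limit read from the data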;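 further: 0% = DMSO-treated cells and 100% = wells with medium but no cells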
Jurkat NFkB inh – inhibitors of induced NF-kB luciferase reporter, primary screen, TCR NF-kB activation inhibitor project, cell-based, luminescence, uHTS; 330,000 compounds, 0.53% hits; inhibition, % at 4 µM; Jurkat, PMA/ionomycin-induced NF-kB luciferase reporter; in the data active means inhibition above about 50%
CXCR6 inh – CXCR6 receptor inhibitors, primary screen, cell-based, beta-arrestin, luminescence, CHO-K1 PathHunter, 1536-well; 360,000 compounds, 0.36% hits; C-X-C chemokine receptor type 6 (Homo sapiens), O00574; AID 602244, 2012; inhibition, % at 20 µM; in the data active means inhibition above about 34%, passing the limit was not always enough;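 further: antagonist mode with CXCL16 agonist at 10 nM final; 0% = 10 nM CXCL16 with DMSO and 100% = unstimulated wells without agonist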
CCR6 antagonist – CCR6 receptor antagonists, primary screen, cell-based, CHO-K1, luminescence, beta-arrestin, uHTS | CHO-K1 CCR6 PathHunter beta-arrestin, CCL20-stimulated | inhibition, % at 20 µM | 340,000 compounds, 0.49% hits | AID 493098, 2011;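 active means compounds whose inhibition of the agonist-driven luminescence signal at 20 µM reaches about 50%, limit read from the data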;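 further: cells stimulated with CCL20 at 14 nM final; plate controls were DMSO with CCL20 for no effect and DMSO without agonist for full effect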
Target sequence (P51684 whole entry, looked up): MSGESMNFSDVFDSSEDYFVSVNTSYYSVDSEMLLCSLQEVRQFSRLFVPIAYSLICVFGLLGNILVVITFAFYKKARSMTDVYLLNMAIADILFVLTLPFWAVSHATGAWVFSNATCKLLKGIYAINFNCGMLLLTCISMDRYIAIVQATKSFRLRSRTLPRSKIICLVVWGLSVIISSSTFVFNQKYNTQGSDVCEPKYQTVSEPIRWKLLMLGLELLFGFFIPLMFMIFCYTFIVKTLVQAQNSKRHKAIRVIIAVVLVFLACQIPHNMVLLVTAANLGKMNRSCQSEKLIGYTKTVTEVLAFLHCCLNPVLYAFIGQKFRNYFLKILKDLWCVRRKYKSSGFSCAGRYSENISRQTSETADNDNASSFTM
The depositor's hits bear a star; . = no result given. No enrichment for hits. About 3% of those tested had a hit in this group.

Second line of a record – CCR6 antagonist	Jurkat NFkB inh	CXCR6 inh	APJ antagonist	EBI2 antag	UBC13 inh	Gli-Sufu antag	697 NFkB inh
O=c1c(Cl)c2oc3ccccc3nc-2c2ccccc12
→ -6	-13	-11	-17	-2	-113	3	-29
COc1ccc(-n2c3c(c(=O)[nH]c2=O)C(NS(=O)(=O)c2ccc(Cl)cc2)(C(F)(F)F)C(=O)N3)cc1 (stereo unspecified)
→ 0	9	1	11	13	3	0	13
CCOC(=O)C1=C(CN2CCOCC2)NC(=O)NC1c1cc(C)ccc1C (stereo unspecified)
→ -7	-2	1	12	-29	1	3	-9
CC1CN(C(=O)c2nn(C)cc2[N+](=O)[O-])CC(C)O1 (stereo unspecified)
→ 2	-5	-8	17	0	-4	-4	17
O=C(CNC(=O)N1CC(=O)Nc2ccccc21)NCCc1ccc(Cl)cc1
→ 6	3	0	23	-4	9	-10	-3
COc1cccc(CNC(=O)CCCSc2ccccc2)c1
→ -1	-14	8	12	7	3	-35	-6
CN(Cc1c(C(=O)N2CCc3ccccc3C2)nc2ccc(Cl)cn12)C(C1CC1)C1CC1
→ 6	4	9	-1	13	-2	5	-17
O=C(c1cc2ccccc2o1)c1cccs1
→ 20	-87	7	-19	-21	-6	-35	-75
COc1ccccc1NCN1C(=O)CCC1=O
→ -1	1	-1	-25	0	3	0	-5
Cc1nn(-c2ccccc2)cc1/C=N/O
→ 2	-5	-2	5	-3	5	-8	-11
Nc1cc(Nc2ccccc2)c2nonc2c1[N+](=O)[O-]
→ 18	-11	16	21	-7	-28	9	-5
O=C(O)CSc1nnc(COc2cccc3cccnc23)n1-c1cccc(C(F)(F)F)c1
→ 17	24	.	9	.	8	1	9
COc1ccccc1CNC(=O)CSc1ccsc1[N+](=O)[O-]
→ 22	-61	-15	6	-10	1	-24	-60
CSc1cccc(NC(=O)C2CCCN(S(=O)(=O)c3cnc[nH]3)C2)c1 (stereo unspecified)
→ -2	.	-5	.	-10	.	-10	.
COc1ccc(/C=N/NC(=O)c2nc(-c3ccccc3)n(-c3ccccc3)n2)cc1
→ 9	5	-3	-6	3	8	30	-1
CSC1=NCCN1C(=O)c1ccc(Br)o1
→ -11	-22	-1	9	-4	4	-3	-5
CCOC(=O)NC(Cc1c[nH]c2ccccc12)C(=O)NCCc1ccc(S(N)(=O)=O)cc1 (stereo unspecified)
→ 3	-23	-5	4	-11	-4	-20	-29
COc1ccc(CNC(=O)C(c2cccs2)N(C(=O)c2csnn2)C2CC2)cc1 (stereo unspecified)
→ -6	1	7	-9	0	7	2	-4
Cc1nn(Cc2ccc(Cl)cc2)c(C)c1NC(=O)Cn1nc([N+](=O)[O-])c(Cl)c1C
→ 6	-13	-5	-36	-8	-2	51	-5
O=C(/C=C/Sc1ccccc1)c1ccc(Cl)cc1
→ 4	13	1	13	21	-3	-24	-104
CCN(CC)C(=O)Cn1ccc(NC(C)=O)nc1=O
→ -9	-14	-2	-9	-4	3	2	11
COc1ccc2c(c1)c(CCN1C(=O)c3ccccc3C1=O)cn2C(=O)c1ccco1
→ 14	-2	2	2	9	1	2	1
O=C(c1ccc(F)cc1F)N(Cc1ccccn1)Cc1ccco1
→ -3	15	0	-15	-5	6	-6	9
COc1cc(Cl)cc(C#N)c1OCC(=O)O
→ 1	12	-6	10	-7	1	3	20
Cn1c(C(O)C(O)c2ccccc2)nc2ccccc21 (stereo unspecified)
→ -4	7	3	17	-11	-9	-13	-15
Cc1ccc(CSc2nnc(CCNC(=O)OC(C)(C)C)o2)cc1
→ 1	-21	7	6	8	8	-2	9
Cc1c(C(=O)NCc2ccccc2)oc2ccc(S(=O)(=O)N3CCC4(CC3)OCCO4)cc12
→ 3	10	-6	-6	8	4	9	-4
COc1ccc(/C(C)=N/NC(=O)CNC(=O)c2ccncc2)c(OC)c1
→ 9	1	-4	-18	11	-7	-17	5
CCC(=O)c1ccc(OCC(O)CNCc2ccc(F)cc2)cc1 (stereo unspecified)
→ -2	2	-6	-5	-1	-10	23	7
Cc1cccc(C(=O)N(Cc2ccco2)c2c(N)n(Cc3ccccc3)c(=O)[nH]c2=O)c1
→ 3	11	8	15	6	1	3	24
O=C(O)c1cc(N/N=C2/CC(c3ccccc3)Oc3ccccc32)ccc1Cl (stereo unspecified)
→ 0	1	8	8	1	18	-10	-4
C=CCn1c(SCc2ccccc2)nc2c1c(=O)[nH]c(=O)n2C
→ 10	10	-12	3	-7	6	5	6
COCCN(C(=O)CSc1nnc(-c2cccc(OC)c2)n1C)c1c(N)n(Cc2ccccc2)c(=O)[nH]c1=O
→ .	7	-8	8	-6	9	.	16
CC(=O)Nc1ccc(NC(=O)[C@H](C)NC(=O)c2ccco2)cc1
→ 6	2	-6	8	8	-5	-7	3
Cc1cc2c(cc1S(=O)(=O)Nc1cccc(C)c1C)n(C)c(=O)c(=O)n2C
→ -1	-1	0	-55	3	-5	-14	6
O=C(CCc1ccc(S(=O)(=O)NCc2ccccc2)cc1)NCc1ccc2c(c1)OCO2
→ 12	-5	-4	-12	-10	-21	5	6
COc1ccc(N2CC(C(=O)N/N=C/c3cc([N+](=O)[O-])ccc3O)CC2=O)cc1 (stereo unspecified)
→ 56*	-3	16	16	4	-47	-10	6
Oc1nc(Nc2ccc(F)cc2)sc1/C=C1\C=Nc2ccccc21
→ 10	-17	-9	-18	6	-3	-13	-9
O=c1[nH]c2ccccc2n1C1=CCNCC1
→ -1	10	-7	16	-12	5	4	11
Cc1ccccc1OCCNCC(C)O (stereo unspecified)
→ -3	8	-2	5	-4	14	35	0

Just Jurkat NFkB inh, APJ antagonist and CCR6 antagonist, for some of the entries so far:
SMILES | Jurkat NFkB inh | APJ antagonist | CCR6 antagonist
COCCN(C(=O)CSc1nnc(-c2cccc(OC)c2)n1C)c1c(N)n(Cc2ccccc2)c(=O)[nH]c1=O | 7 | 8 | .
O=C(O)c1cc(N/N=C2/CC(c3ccccc3)Oc3ccccc32)ccc1Cl (stereo unspecified) | 1 | 8 | 0
Cn1c(C(O)C(O)c2ccccc2)nc2ccccc21 (stereo unspecified) | 7 | 17 | -4

Next records follow:
Second line of a record – CCR6 antagonist	Jurkat NFkB inh	CXCR6 inh	APJ antagonist	EBI2 antag	UBC13 inh	Gli-Sufu antag	697 NFkB inh
COc1ccccc1N1CCN(S(=O)(=O)c2ccc3nc(-c4ccccc4)[nH]c3c2)CC1
→ 11	4	-1	-21	53*	-6	10	-7
COCCNC(=O)C(OC(=O)c1cccs1)c1ccc(F)cc1 (stereo unspecified)
→ -11	12	-14	0	3	6	-3	10
COc1ccc2cc(C(=O)Nc3c(C)n(C)n(-c4ccccc4)c3=O)sc(=O)c2c1OC
→ -1	-3	-3	-3	2	-26	-1	7
CCn1c(SCC(=O)NC2CCCC2)nnc1C(C)NC(=O)c1ccccc1Br (stereo unspecified)
→ 3	-2	4	2	9	6	-4	5
COc1ccccc1C(=O)NCCC(=O)Nc1nc2ccccc2[nH]1
→ 8	-8	3	-35	1	-3	-7	6
CCOc1ccc(NCC2CCOC(C)(C)C2)cc1 (stereo unspecified)
→ 16	-18	-18	-28	-3	-16	-2	-12
COC(=O)c1cccc(Oc2nc3c(c(=O)n(C)c(=O)n3C)n2C(C)C)c1
→ -1	13	1	18	2	-13	7	-30
Cn1nc(C(=O)NNC(=O)CCOc2ccc(C(C)(C)C)cc2)c2ccccc2c1=O
→ -4	1	8	7	-5	1	-12	-23
CC(=O)c1cccc(NC(=O)CSc2n[nH]c(=O)n2C2CC2)c1
→ -4	16	0	5	10	19	-26	13
COc1c(Cl)cc(Cl)cc1CNCCNCC(C)O (stereo unspecified)
→ -16	7	-2	24	9	2	5	-3
CCOc1ccccc1NC(=O)COC(=O)c1c(CC)noc1C
→ 4	-7	-6	-1	0	3	67*	5
CCOc1ccc(CCNC(=O)CN2C(=O)NC3(CCCC3)C2=O)cc1OCC
→ 1	-10	6	-5	-11	-2	-6	7
CC(C)N(C(=O)[C@H]1C[C@H](CC(=O)NC(C)(C)C)C(=O)N2CCc3c([nH]c4ccc(Cl)cc34)[C@]12C)C(C)C
→ 20	.	-1	.	7	.	0	-5
COc1ccccc1CNC(=S)NCc1ccc(F)cc1
→ -4	-2	2	-9	3	-5	9	-15
O=C(CN(C(=O)c1csnn1)c1cccc(F)c1)NCc1ccc2c(c1)OCO2
→ 9	3	23	7	-1	0	-9	7
Cc1ccc(CC2CC(=O)N(Cc3ccco3)C2=O)cc1 (stereo unspecified)
→ -2	7	-4	12	-2	-6	3	-5
CCOC(=O)c1sc(NC(=O)c2ccc(C)o2)nc1C
→ 4	-52	3	7	1	6	-70	-78
CC1(C)CC(=O)C2=C(C1)N(Cc1ccco1)C(=O)C2(NC(=O)c1ccc(Cl)cc1Cl)C(F)(F)F (stereo unspecified)
→ -6	6	9	5	1	4	-5	9
C/C(=N\NC(=O)C1CCCN(S(=O)(=O)c2ccccc2)C1)c1ccncc1 (stereo unspecified)
→ 3	-13	-9	-8	-10	-6	-2	-117
CCN(C(=O)COn1nnc2ccc(S(=O)(=O)N(C)C)cc21)C1CCS(=O)(=O)C1 (stereo unspecified)
→ 5	6	0	11	0	-2	5	21
CCn1nc(C)c(CNC(=O)C2CCC(=O)N(CCc3ccc(Cl)cc3)C2)c1C (stereo unspecified)
→ 5	-22	-1	7	11	-7	-31	-14
CC(=O)Nc1ccc(NC(=O)/C(Cl)=C/c2ccccc2)cc1
→ 7	3	12	16	6	-5	2	5
O=C(CCCC(=O)Nc1ccc(Br)cc1)N/N=C/c1ccccc1
→ 4	-3	-12	9	-7	4	5	22
O=S(=O)(Nc1ccc(F)cc1)c1ccc(NC(=S)Nc2ccccc2)cc1
→ -6	28	3	15	-12	11	-18	-4
COc1ccc(S(=O)(=O)N2CCCCC2)cc1NS(=O)(=O)c1ccc(CNC(C)=O)cc1
→ 0	-8	3	-1	2	-3	6	-4
Cc1ccc(Cl)cc1NC(=O)c1ccc(CSc2nnnn2C)cc1
→ 17	-32	-4	2	-12	9	5	1
CC(=O)C1=C(c2ccccc2)NC(=O)NC1c1ccccc1OCC(=O)NCc1ccccc1 (stereo unspecified)
→ 12	3	-1	1	-3	18	1	4
CCN(CC)c1ccc(N2C(=O)/C(=C/c3cccs3)SC2=S)cc1
→ 11	13	-4	3	18	-5	-2	1
O=C(CN(Cc1ccco1)C(=O)CNS(=O)(=O)c1ccc(F)cc1)NCc1ccco1
→ 9	15	-2	14	-16	6	4	-2
COc1cccc2c1[C@@H]1CN(CCCCn3c(=O)[nH]c4c(sc5ncc(-c6ccccc6)nc54)c3=O)C[C@@H]1CO2
→ 24	1	9	19	14	30	13	-3
Cc1ccc(S(=O)(=O)N2CCN(C(=O)c3ccccc3Cc3ccccc3)CC2)c(C)c1
→ 16	7	3	-8	10	4	-1	20
Cc1cc(=O)oc2cc(OCC(=O)Nc3c(C)n(C)n(-c4ccccc4)c3=O)c(Cl)cc12
→ 3	1	1	4	-12	-4	-9	18
C/C(=N/NC(=O)c1ccoc1C)c1cccc(NC(=O)C(F)(F)F)c1
→ 4	-14	-1	3	-7	-6	-26	0
COc1cccc(/C=N/NC(=O)C(=O)Nc2ccccc2OC(F)(F)C(F)F)c1O
→ 7	23	-3	-16	8	-42	80*	-80
COc1ccc(N2CCN(C(=O)CCCC(=O)c3ccccc3)CC2)cc1
→ 12	10	2	15	7	11	17	-1
COc1ccc(CNC(=O)C2CCN(C(=O)c3ccc(-c4ccccc4)cc3)CC2)cc1
→ 5	11	7	-6	68*	12	23	-18
CCOC(=O)CC(=O)Nc1ncnc2c1C(c1ccccc1)c1c(ccc3ccccc13)O2 (stereo unspecified)
→ 12	-6	11	-16	1	-9	-2	1
CCOC(=O)C1=C(C)C(c2cccc(Oc3ccccc3)c2)NC(=S)N1 (stereo unspecified)
→ 23	12	-4	19	11	7	-4	4
